# Compound activity: PubChem BioAssay, National Center for Advancing Translational Sciences (NCATS)
# JMJD2A Tudor inh: qHTS Assay for Inhibitors of JMJD2A-Tudor Domain; Potency, µM (series often up to 114 µM), for the others: at the top dose activity change, negative = inhibition, usual class: inhibitors; 4.4% of 390,000 active; AlphaScreen JMJD2A-Tudor / H3K4me3 peptide binding; AID 504339, 2011; Lysine-specific demethylase 4A (Homo sapiens), O75164; note: potency is the fitted concentration of half-maximal effect; % is set by controls: 0 for no effect and ±100 for the full control effect; nearly all actives have a fitted effect of over 50% in size
# Target sequence (O75164 whole entry, looked up, the tested form may be a part): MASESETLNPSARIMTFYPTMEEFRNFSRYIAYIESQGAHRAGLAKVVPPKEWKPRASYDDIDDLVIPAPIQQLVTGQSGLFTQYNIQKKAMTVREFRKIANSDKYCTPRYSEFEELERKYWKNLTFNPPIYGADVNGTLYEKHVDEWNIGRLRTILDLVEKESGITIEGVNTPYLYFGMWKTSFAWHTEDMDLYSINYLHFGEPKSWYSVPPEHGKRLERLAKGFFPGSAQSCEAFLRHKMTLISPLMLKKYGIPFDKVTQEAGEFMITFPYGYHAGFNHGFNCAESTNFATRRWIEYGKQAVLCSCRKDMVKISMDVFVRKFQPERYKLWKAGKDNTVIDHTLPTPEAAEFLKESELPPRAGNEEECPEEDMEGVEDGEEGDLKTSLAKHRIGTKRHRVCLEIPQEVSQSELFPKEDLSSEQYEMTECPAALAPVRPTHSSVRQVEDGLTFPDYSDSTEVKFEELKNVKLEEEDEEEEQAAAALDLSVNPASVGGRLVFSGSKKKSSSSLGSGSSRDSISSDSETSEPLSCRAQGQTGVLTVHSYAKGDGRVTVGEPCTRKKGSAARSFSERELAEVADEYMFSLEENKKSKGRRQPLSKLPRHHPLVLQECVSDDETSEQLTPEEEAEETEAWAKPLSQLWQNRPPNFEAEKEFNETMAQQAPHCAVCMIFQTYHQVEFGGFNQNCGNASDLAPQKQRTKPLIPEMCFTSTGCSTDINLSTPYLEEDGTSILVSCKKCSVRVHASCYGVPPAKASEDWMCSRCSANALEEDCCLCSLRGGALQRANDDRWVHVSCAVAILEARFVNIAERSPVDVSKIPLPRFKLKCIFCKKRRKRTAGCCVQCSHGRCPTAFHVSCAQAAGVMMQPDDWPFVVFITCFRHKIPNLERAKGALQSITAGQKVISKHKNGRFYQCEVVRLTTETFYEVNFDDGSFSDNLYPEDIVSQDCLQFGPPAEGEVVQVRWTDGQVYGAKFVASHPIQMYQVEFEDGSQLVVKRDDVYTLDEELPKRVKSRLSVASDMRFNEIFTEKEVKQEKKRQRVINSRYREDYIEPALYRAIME
# ERG Ets-DNA blk: qHTS for Small Molecule Inhibitors of the ERG Ets/DNA interaction | Transcriptional regulator ERG (Homo sapiens), P11308 | fluorescence polarization, His-ERG Ets domain / labelled DNA | Potency, µM (titrated, usually from 76.9 µM), without a hit: top-dose FP activity, negative = inhibition, usual class: inhibitors | 0.028% of 370,000 active | AID 624246, 2012; active = well fitted inhibition curve with a large enough effect in the polarisation, with a control signal flat; inconclusive = small, poorly fitted or top-dose-only effect, or effect the other way, or a change in a side signal; inactive = no such curve, though single readings can be large or run the other way; the % refers to the polarisation;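 note: polarization taken with two DNA probes labelled with fluorescein and Texas red; potency is the fitted concentration of half-maximal effect; % of control where 0% means no effect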
#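 His-tagged ERG Ets domain (1 uM in the protein solution; 300mM KCl, 50mM Tris-HCl, 1mM EDTA, 1mM DTT, pH 7.5) received compound, then a probe mix of 5 nM fluorescein-DNA and 100nM Texas-615-DNA. Fluorescence polarization was read for both dyes.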
# PI4K2A block: qHTS for small molecular inhibitors of PI4K2A; Phosphatidylinositol 4-kinase type 2-alpha (Homo sapiens), Q9BTU6; purified PI4K2A, ADP-Glo luminescence, 1 h; active compounds read low; activity change, negative = inhibition, % at 76.9 µM; 0.13% of 420,000 active; in the data active = activity change below about -50%; inconclusive = mostly about -30% to -49%;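 note: -100% = wells without enzyme as full effect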
#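 In this quantitative HTS, ADP production by PI4K2A was quantified luminescently after 1 h at ambient temperature; 100 microM adenosine served as plate-quality control.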
# G9a inh: qHTS Assay for Inhibitors of Histone Lysine Methyltransferase G9a. Histone-lysine N-methyltransferase EHMT2 (Homo sapiens), Q96KQ7. G9a H3K9 monomethylation, AlphaScreen, 2 h. Potency, µM (titrated, usually from 102 µM), for inactives: top-dose activity, negative = inhibition, actives largely listed as inhibitors. 8.8% of 350,000 active; note: potency is the fitted concentration of half-maximal effect; % is set by controls: 0 for no effect and ±100 for the full control effect; nearly all actives have a fitted effect of over 75% in size
#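 Signal arises when biotinylated H3K9 peptide, once monomethylated, bridges streptavidin donor and antibody-captured acceptor beads. Enzyme at 20 nM was preincubated 15 min with test compounds; peptide 500 nM and SAM 20 uM then reacted for 2 h.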
# 12-LOX inh: Primary qHTS assay for inhibitors of human arachidonate 12S-lipoxygenase (ALOX12): Round 2; purified 12hLO, xylenol orange hydroperoxide absorbance; Polyunsaturated fatty acid lipoxygenase ALOX12 (Homo sapiens), P18054; 1.1% of 580,000 active; AID 1671190, 2021; Potency, µM (series often up to 108 µM), inactives show at the highest dose activity change, negative = inhibition, most hits filed as inhibitors; note: potency is the fitted concentration of half-maximal effect; % is set by controls: 0 for no effect and ±100 for the full control effect
#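 Purified human 12hLO at 150 nM in 25 mM Hepes, 0.01% Triton X-100, pH 7.0, preincubated 15 min at room temperature with compound. Reaction started with 40 uM arachidonic acid, 30 min at room temperature. Hydroperoxide measured by Fe-xylenol orange, 573/405 nm absorbance ratio.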
# HP1b chromo inh: HTS for Inhibitors of HP1-beta Chromodomain Interactions with Methylated Histone Tails; Chromobox protein homolog 1 (Homo sapiens), P83916; AlphaScreen HP1-beta / biotin-H3K9me3 peptide binding; Potency, µM (titrated, usually from 114 µM), inactives show at the highest dose activity change, negative = inhibition, most hits filed as inhibitors; 0.56% of 390,000 active; AID 540317, 2011; note: potency is the fitted concentration of half-maximal effect; nearly all actives have a fitted effect of over 70% in size; inactives centre near 23
#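 HP1-beta protein (50 nM final) preincubated 30 min at room temperature with biotinylated H3(1-18)K9me3 peptide (50 nM) in PBS pH 7.4, 0.01% Tween-20, then compound added for 30 min. AlphaScreen streptavidin donor/nickel chelate acceptor beads (10 ug/mL final), 30 min dark, luminescence read.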
# BAZ2B inh: qHTS Assay for Inhibitors of BAZ2B. Bromodomain adjacent to zinc finger domain protein 2B (Homo sapiens), Q9UIF8. AlphaScreen BAZ2B-H3K14Ac peptide displacement. Potency, µM (top dose mostly 114 µM), for the others: at the highest dose activity change, negative = inhibition, actives largely listed as inhibitors. 4.4% of 360,000 active; note: potency is the fitted concentration of half-maximal effect; % is set by controls: 0 for no effect and ±100 for the full control effect; nearly all actives have a fitted effect of over 60% in size
#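 AlphaScreen luminescence quantifies BAZ2B engagement of H3K14Ac peptide; the protein and biotinylated peptide are both at 50 nM final, buffer PBS pH 7.4 with 0.01% Tween-20, all steps at room temperature.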
# GLS inh: qHTS for Inhibitors of Glutaminase (GLS); GLS enzymatic activity, qHTS titration; Potency, µM (titrated, usually from 45.5 µM), for the others: top-dose activity change, negative = inhibition, actives largely listed as inhibitors; 0.21% of 410,000 active; AID 624170, 2012; note: potency is the fitted concentration of half-maximal effect; % is set by controls: 0 for no effect and ±100 for the full control effect
#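 Coupled fluorescence readout: glutamate oxidase/HRP/Amplex Red detect glutamate formed by hKGA from L-glutamine (1 mM solution added). Buffer 45 mM KH2PO4 pH 8.2, 0.02% Tween-20; reads at t0 and 30 min RT.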
# RGS4 inh: Inhibitors of Regulator of G Protein Signaling (RGS) 4: qHTS; 0.039% of 390,000 active; Regulator of G-protein signaling 4 (Homo sapiens), P49798; AID 504845, 2011; Transcreener GDP fluorescence polarization, RGS4-accelerated GTP hydrolysis; Potency, µM (top dose mostly 114 µM), for inactives: at the highest dose activity change, negative = inhibition, actives largely listed as inhibitors; note: potency is the fitted concentration of half-maximal effect; % is set by controls: 0 for no effect and ±100 for the full control effect; nearly all actives have a fitted effect of over 75% in size; some results filed as inactive show a strong effect at the top dose
#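 MLSMR compounds (23 nl, pin-transferred) preincubated 10 min at room temperature with a 500nM (2x) first reagent, then RGS4 at 900nM (2x) plus Transcreener GDP mix added; fluorescence polarization (620/688 nm) read before and after 90 min at 30 °C.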
# * = called active by the depositor; ? = inconclusive; . = not tested or not shown; [ ] = remark or other dose. Unless noted, calls come from the whole dose curve; as a rule, active = well fitted curve in the direction sought with a large enough effect; inconclusive = small, poorly fitted or top-dose-only effect, or another doubt; inactive = no such curve, though single readings can be large; an effect the other way counts as inactive or inconclusive. These rows are one share of the data. The share of hits here may be higher or lower than overall.
SMILES,JMJD2A Tudor inh,ERG Ets-DNA blk,PI4K2A block,G9a inh,12-LOX inh,HP1b chromo inh,BAZ2B inh,GLS inh,RGS4 inh
O=C(COc1ccc2ccccc2c1)Nc1nccs1,-18%,-5%,-10,4%,-6%,12%,-6%,6%,14%
O=C(CCS(=O)(=O)c1ccccc1)Nc1ccccn1,-16%,-6%,-1,?,-24%,?,-27%,3%,1%
CCOC(=O)c1sc(N2C(=O)c3oc4cc(C)c(C)cc4c(=O)c3C2c2ccc(C)cc2)nc1C (configuration not stated),-2%,7%,-2,43%[59 µM],-9%,82%[activator],3%,1%,-15%
C=CCSc1nc(C)c2cc(C)cc(C)c2n1,120%[activator],-12%,1,153%[activator][59 µM],0%,180%,99%[activator],11%,-2%
NC(=O)C1CCN(c2nc(-c3cccs3)cs2)CC1,-35%,.,4,-7%[12.7 µM],.,7%,?,10%,-22%
CCOc1ccccc1N1C(=O)c2cccnc2C1=O,?,11%,-4,-7%,3%[57.4 µM],19%,?,-14%,7%
Cc1cccc(N2CC(C(=O)Nc3nnc(SCCN4CCOCC4)s3)CC2=O)c1 (configuration not stated),-36%,11%,-11,?,458%[activator],5%,7%,2%,-28%
O=C(N[C@@H](Cc1ccccc1)C(=O)N1CCN(S(=O)(=O)c2ccccc2F)CC1)c1ccco1,-15%,13%,-2,.,0%,25%,.,5%,21%
COc1ccc(CNC(=O)CCCC2=NS(=O)(=O)c3ccccc3N2)cc1,-8%,15%,1,.,0%,25%,1%,0%,10%[11.4 µM]
c1ccc(-n2ncc(-c3nn[nH]n3)n2)cc1,5%,6%,-5,50µM*,?,46%,5%,-1%,-1%
O=C(Nc1ccc(C(=O)OCc2cc(=O)n3c4c(sc3n2)CCCC4)cc1)c1ccccc1,-6%,-5%,0,17%[59 µM],-19%,12%,-2%,-6%,-4%
Cc1c(C(=O)N/N=C/c2cccnc2)sc(=S)n1C,-20%,12%,-11,-13%[59 µM],1%,30%,-36%,-3%,-18%
CCCCn1c(N)c(N(CCC(C)C)C(=O)c2cc(Cl)nc3ccccc23)c(=O)[nH]c1=O,-24%,?,-4,27%[59 µM],0%,6%,19%,2%,-4%
Cc1ccc(Cl)cc1N1CCN(C(=O)c2cc(S(=O)(=O)N3CCCCC3)cn2C)CC1,?,0%,3,-38%[59 µM],-23%,-1%[57 µM],?,-7%,6%
CCC1(C)OC(=O)N(CCCn2ccnc2C)C1(C)O (configuration not stated),-5%,-2%,-3,6%,0%,41%[activator],3%,11%,-32%
Cc1ccc(-c2cc(C(F)F)nc(NCC3CCCO3)n2)cc1 (configuration not stated),54%[activator],6%,0,36%[59 µM],2%,246%[activator],93%[activator],0%,-45%
Cc1ccc(C(=O)N/C(=C/c2cccs2)C(=O)NCc2ccco2)cc1,-10%,-9%,0,21%[59 µM],-6%,9%,-4%,1%,10%
COc1ccc(-c2oc3ccc(-c4ccc(OC)nc4)cc3c2-c2ccc(OC)cc2)cc1,-9%,10%,-1,.,17%,38%,.,4%,-10%
O=C(NCc1ccccc1)c1ccc2c(c1)C(=O)N(Cc1cccnc1)C2=O,-16%,9%,-1,-4%[0.501 µM],-10%,21%,-16%,4%,17%
CCN(C(=O)c1ccc(S(=O)(=O)N2CCCCC2)cc1)C1CCS(=O)(=O)C1 (configuration not stated),-5%,-16%,-1,?,-8%,7%,-4%,13%,14%
CCOC(=O)C1=C(C)Nc2nnnn2C1c1cccc(OC)c1OC (configuration not stated),1%,0%,2,0%,-25%,15%,9%,13%,33%
COc1ccc(CCN2C(=O)CC(C(N)=O)SC2=Nc2ccc(F)cc2)cc1OC (configuration not stated),-23%,7%,-2,4%,-22%,29%,-10%,-7%,-12%
COc1ccccc1N1CCN(C(=O)CNC(=O)Cn2cnc3sc(C)c(C)c3c2=O)CC1,-2%,10%,-1,-3%,21%,18%,?,-6%,-40%
O=C(COc1ccc(Cl)cc1Cl)Nc1ccc(C(=O)Nc2ccccc2C(=O)O)cc1,50µM*,-11%,-5,.,?,?,50µM*,?,-26%
NS(=O)(=O)c1ccc(NC(=O)CN2CCCN(S(=O)(=O)c3ccc(F)cc3)CC2)cc1,6%,1%,6,-37%,-2%,42%,12%,7%,-27%
COC(=O)c1sccc1NC(=O)Nc1cccc([N+](=O)[O-])c1,-5%,1%,0,.,11%,30%,-6%,-1%,14%
Cc1ccc2cc(CN(CCc3ccccc3)C(=S)NCCCN(C)C)c(=O)[nH]c2c1,?,5%,1,.,?,19%,-8%,0%,-3%[56.9 µM]
Fc1ccc(CN2C3=NCCN3c3ccccc32)cc1,6%,8%,1,3%,469%[activator],23%,-2%,0%,1%
O=C(Cn1cc(S(=O)(=O)Cc2ccc(F)cc2)c2ccccc21)NCc1ccccc1Cl,-28%,-6%,-6,-6%[59 µM],?,17%,1%,-5%,-40%
Cc1ccc(CNS(=O)(=O)c2ccc3c(c2)NC(=O)CO3)cc1,1%,7%,-26,-9%,-2%,50%[activator],-1%,-10%,-23%
COc1ccc(NC(=O)c2cc(S(=O)(=O)N3CCc4ccccc43)cn2C)c(OC)c1,-31%,-8%,1,12%,.,15%,-26%,8%,10%
CCc1ccccc1NC(=O)CN(c1ccc(OC)cc1OC)S(=O)(=O)c1ccccc1,1%,-16%,7,23%[59 µM],20%,40%[activator],-3%,-1%,-21%
COc1ccc(C(=O)Nc2cc([N+](=O)[O-])ccc2N2CCN(C)CC2)cc1,-23%,0%,7,-14%[2.33 µM],5%,10%,1%,5%,4%
O=C(COc1ccccc1F)Nc1cc(S(=O)(=O)Nc2cccc(Cl)c2)ccc1O,-22%,-3%,7,?,?,-13%,10%,16%,-20%
Cc1cc(NC(=O)CCC(=O)N(CC(=O)NC2CCCC2)Cc2ccc3c(c2)OCO3)no1,-4%,-5%,7,50µM*,1%,16%,-35%,-2%,-2%
CN(C)S(=O)(=O)c1ccc(N2CCCC2)c(C(=O)N2CCN(S(=O)(=O)c3ccc(F)cc3)CC2)c1,-12%,-4%,-2,1%[0.501 µM],2%,20%,27%,5%,28%
COc1ccc(C(C(=O)NC(C)(C)C)N(Cc2cccnc2)C(=O)CCC(=O)Nc2cc(C)on2)cc1 (configuration not stated),5%,-2%,2,30%,-10%,39%,11%,-2%,-52%
Cc1noc(/C=C/c2cccs2)c1S(=O)(=O)N1CCC(C(=O)NCCCN2CCCC(C)C2)CC1 (configuration not stated),-29%,2%,-21,?,-12%,15%,-12%,3%,-34%
COc1ccc([N+](=O)[O-])cc1NC(=O)C(C)Sc1nc(-c2ccccc2)cs1 (configuration not stated),-20%,5%,3,?,17%,-8%,-38%,0%,-29%
Cc1ccc([N+](=O)[O-])cc1S(=O)(=O)Nc1cccc(-c2ccc(N3CCOCC3)nn2)c1,-30%,2%,0,?,?,2%,-26%,13%,-26%
O=C(Nc1cccn2ncnc12)c1ccc(Cl)cc1Cl,3%,9%,-4,40%[12.7 µM],-28%,38%,2%,-1%,-6%
COc1ccc(C(=O)Nc2ccccc2C(=O)Nc2cccnc2)cc1,-9%,-1%,-6,?,-16%,12%,-2%,-8%,12%
COc1ccc(NS(=O)(=O)c2cc(NC(=O)CCc3ccc(OC)c(OC)c3)ccc2N2CCOCC2)cc1,-35%,2%,-4,.,-1%,28%,.,6%,25%
Cc1ccnc(SC2CC(=O)N(c3ccc([N+](=O)[O-])cc3)C2=O)n1 (configuration not stated),-5%,5%,4,35µM*,?,52%[activator],-24%,-8%,-11%
CC(/C=C/C=C/c1ccccc1)=N/NC(=O)C(O)c1ccccc1 (configuration not stated),-8%,7%,6,?,215%[activator],48%[activator],-2%,-3%,-47%
CCOc1ccccc1OCC(=O)Nc1c(C)n(C)n(-c2ccccc2)c1=O,-1%,20%,5,6%[12.7 µM],4%,21%,1%,2%,-29%

# Records listed above marked active in BAZ2B inh.
SMILES,JMJD2A Tudor inh,ERG Ets-DNA blk,PI4K2A block,G9a inh,12-LOX inh,HP1b chromo inh,BAZ2B inh,GLS inh,RGS4 inh
O=C(COc1ccc(Cl)cc1Cl)Nc1ccc(C(=O)Nc2ccccc2C(=O)O)cc1,50µM*,-11%,-5,.,?,?,50µM*,?,-26%
